# D3 antag = D3 dopamine receptor (human) antagonism; P35462; D3R cells, DiscoveRx beta-arrestin luminescence, antagonist mode; active compounds read low; actives 2.5% (n = 360,000); max response, negative = inhibition, %; AID 652054; in the data active = max response below about -50%; inconclusive = no clear call, values can overlap the other calls; note: % is set by controls: 0 for no effect and ±100 for the full control effect; mostly tested at two doses, the higher about 12 µM
# Target sequence (P35462 whole entry, looked up): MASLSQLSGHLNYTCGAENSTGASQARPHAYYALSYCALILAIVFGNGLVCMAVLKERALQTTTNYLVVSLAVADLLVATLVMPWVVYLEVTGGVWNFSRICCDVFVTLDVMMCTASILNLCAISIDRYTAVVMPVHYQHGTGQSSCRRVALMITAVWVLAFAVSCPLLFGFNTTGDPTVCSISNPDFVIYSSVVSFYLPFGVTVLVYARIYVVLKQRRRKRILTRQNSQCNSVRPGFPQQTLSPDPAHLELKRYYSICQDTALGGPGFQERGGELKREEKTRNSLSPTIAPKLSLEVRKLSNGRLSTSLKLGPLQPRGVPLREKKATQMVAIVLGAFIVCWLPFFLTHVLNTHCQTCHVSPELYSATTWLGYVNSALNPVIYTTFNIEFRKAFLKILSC
#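 Cells expressing the human receptor were seeded at 1500 cells/well, incubated overnight at 37 degrees C in 5% CO2, then exposed to library compounds with dopamine controls for 90 minutes at 37 degrees C before luminescent detection.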
# GLP-1R inv ag = inverse agonists of human GLP-1 receptor. HEK293 GLP-1R CRE-luciferase, luminescence, 24 h; GLP-1R form is constitutively active. P43220. actives 1.6% (n = 410,000). AID 624417. Potency, µM (highest dose often 38.3 µM), for the others: top-dose activity change, negative = inhibition, usual class: inhibitors; note: potency is the fitted concentration of half-maximal effect; % is set by controls: 0 for no effect and ±100 for the full control effect; nearly all actives have a fitted effect of over 55% in size
# Target sequence (P43220 whole entry, looked up): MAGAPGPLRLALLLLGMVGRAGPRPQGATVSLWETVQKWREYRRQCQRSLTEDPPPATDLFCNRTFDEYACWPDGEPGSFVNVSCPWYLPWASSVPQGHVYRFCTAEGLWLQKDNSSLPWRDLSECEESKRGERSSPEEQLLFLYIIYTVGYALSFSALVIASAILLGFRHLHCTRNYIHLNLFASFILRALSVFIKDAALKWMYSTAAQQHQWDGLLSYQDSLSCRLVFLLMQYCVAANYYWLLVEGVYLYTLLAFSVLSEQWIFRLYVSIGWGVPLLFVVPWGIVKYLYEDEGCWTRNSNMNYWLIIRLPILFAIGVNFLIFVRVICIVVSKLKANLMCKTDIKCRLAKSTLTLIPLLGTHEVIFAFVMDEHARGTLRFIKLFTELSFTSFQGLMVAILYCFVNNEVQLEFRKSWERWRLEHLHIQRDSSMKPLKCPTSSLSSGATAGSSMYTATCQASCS
#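 Inverse agonism was detected as reduced cAMP-driven luciferase luminescence after 24 h compound treatment. The cells were HEK293 clones expressing constitutively active human GLP-1R with the reporter. Reporter-only and GPR119 cell lines served as counterscreen controls.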
# TDP43 rescue = rescues yeast growth from TDP-43 toxicity; TDP-43 expressing yeast growth rescue, BacTiter-Glo, 24 h; Potency, µM (doses to about 46.1 µM), for inactives: at the highest dose growth rescue (activation), hits mostly activators; actives 1.8% (n = 410,000); note: potency is the fitted concentration of half-maximal effect; % of control where 0% means no effect; nearly all actives have a fitted effect of over 50% in size
#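 Readout is BacTiter-Glo luminescence of cell growth, so inhibitors register as activators. TDP-43-expressing yeast at OD600=0.02 in galactose medium, after raffinose pregrowth to mid-log, were incubated with compound for 24 hr at 30 deg C.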
# Abeta rescue = compounds reversing amyloid beta toxicity in yeast | yeast expressing A-beta42, growth rescue, OD600, 48 h; response scale: 0% DMSO, 100% iron-clioquinol control | Potency, µM (top dose mostly 46.1 µM), for inactives: at the highest dose growth rescue, most hits filed as activators | actives 0.063% (n = 410,000); note: potency is the fitted concentration of half-maximal effect; nearly all actives have a fitted effect of over 55% in size
#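 Yeast growth medium received pinned compounds, then yeast cells expressing toxic A-beta were added; plates incubated at 30 C for 48 hr. Growth read as absorbance at 600 nm, normalized to DMSO and equimolar FeCl3 plus clioquinol controls.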
# pAkt inh = blocks phosphorylation of Akt | Neuro2A IGF-stimulated pAkt S473 HTRF, 20 min; active compounds read low | activity change, % for hits at 50 µM | actives 0.32% (n = 360,000) | AID 651550; in the data active = activity change below about -80%; inconclusive = mostly about -51% to -80%; note: % is set by controls: 0 for no effect and ±100 for the full control effect
#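 Neuro2A cells in DMEM with 0.5% FBS, overnight at 37 deg C, given compound at single 50 µM final, then IGF (6 nM final) for 20 min at 37 deg C. Lysed; phospho-Akt Ser473 by HTRF after 24 h, 665/615 ratio.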
# PTHR1 agonist = agonists of human PTHR1 parathyroid hormone receptor; Q03431; HEK293 GP2 PTHR1 cells, GloSensor cAMP luminescence, 1 h; Potency, µM (top dose mostly 115 µM), for inactives: at the highest dose activation, usual class: activators; actives 0.075% (n = 410,000); AID 743266; note: potency is the fitted concentration of half-maximal effect; nearly all actives have a fitted effect of over 55% in size; some results filed as inactive show a strong effect at the top dose; inactives centre near -15; many of its hits are not listed in these tables
#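 HEK-293-derived GP2 cells expressing PTHR1 and a GloSensor cAMP reporter, 3,000/well, plated overnight, given luciferin plus IBMX (each 0.5 mM as added) for 1 h at 37 °C, then compound for 1 h at 37 °C. Luminescence was read after 15 min at room temperature.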
# aSyn rescue = alpha-synuclein toxicity inhibition in yeast; Yeast expressing alpha-synuclein, growth rescue, BacTiter-Glo, 24 h; Potency, µM (top dose mostly 46.1 µM), inactives show at the highest dose growth rescue (activation), most hits filed as activators; actives 0.14% (n = 370,000); AID 652106; note: potency is the fitted concentration of half-maximal effect; % of control where 0% means no effect; nearly all actives have a fitted effect of over 65% in size
#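 Galactose-induced alpha-syn yeast (OD600=0.02, raffinose-pregrown) + pinned cpd, 24 hr, 30 deg C; growth by BacTiter-Glo luminescence. Growth restoration scores as activation.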
# FUS suppressor = rescues growth of FUS-expressing yeast. S. cerevisiae FUS-expressing, growth rescue, OD600, 24 h. actives 0.24% (n = 390,000). Potency, µM (highest dose often 76.6 µM), without a hit: top-dose growth rescue (activation), hits mostly activators;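 note: potency is the fitted concentration of half-maximal effect; plate controls were DMSO vehicle for no effect and reference control for full effect; nearly all actives have a fitted effect of over 55% in size; some results filed as inactive show a strong effect at the top dose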
#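 Galactose (2%) drives FUS expression in yeast precultured in raffinose; seeding density OD 0.005. Test compounds incubated 24hr at 30C and 99% humidity before absorbance at 600 nm was measured.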
# GLP1R ag = activates the human GLP-1 receptor; actives 0.007% (n = 380,000); Potency, µM (titrated, usually from 45.6 µM), inactives show top-dose activation, most hits filed as activators; HEK293 GLP-1R CRE-luciferase, luminescence, 4-6 h; cells express a hypersensitive GLP-1R form; AID 624172; P43220; note: potency is the fitted concentration of half-maximal effect; % of control where 0% means no effect
# Numbers without * were called inactive; i = inactive; u = inconclusive; x = no result given; & = joins results of further samples; [ ] = remark or other dose. Unless noted, calls come from the whole dose curve; as a rule, active = well fitted curve in the direction sought with a large enough effect; inconclusive = small, poorly fitted or top-dose-only effect, or another doubt; inactive = no such curve, though single readings can be large; an effect the other way counts as inactive or inconclusive. A portion of the library (hit frequency here may not be typical).
SMILES,D3 antag,GLP-1R inv ag,TDP43 rescue,Abeta rescue,pAkt inh,PTHR1 agonist,aSyn rescue,FUS suppressor,GLP1R ag
c1ccc2nc(SCc3cn4ccccc4n3)cnc2c1,-8,26%,-9%,-16%,i,-5%,-7%,0%,5%
CC(=O)Oc1cc2c(cc1Cl)C(c1cccs1)CC1(CC(C)(C)NC(=S)N1)O2 (configuration not stated),-22,7%,-18%,-11%,i,-16%,-2%,34%,0%
O=C(NCCC1=CCCCC1)C1CC(=O)N(Cc2ccccc2)C1 (configuration not stated),-15,5%,7%,-2%,i,-14%,-3%,x,4%
COc1ccc(NC(=S)NNc2ccc([N+](=O)[O-])cc2S(=O)(=O)Nc2ccc(C)cc2C)cc1,19,u,-16%,-12%,i,-23%,-12%,u,-1%
CCC1C(=NO)C(CC)C(c2ccccc2)NC1c1ccccc1 (configuration not stated),13,3.5µM*,7%,14%,i,-31%[inhibitor],0%,14%,0%
Cc1noc(/C=C/c2ccco2)c1S(=O)(=O)N1CCC(C(=O)NCc2ccco2)CC1,-25,-15%,13%,5%,i,i,0%,u,-4%
c1ccc(-c2nnc3sc(CN4CCc5ccccc54)cn23)cc1,6,-16%,7%,-15%,i,-14%[57.5 µM],-11%,23%,-2%
CCn1c(C(C#N)/C(=N\S(=O)(=O)c2cccs2)c2ccccc2)nc2ccccc21 (configuration not stated),-22,-4%,-17%,6%,i,-31%[inhibitor],1%,8%,1%
CNc1nc2c(c(=O)[nH]c(=O)n2C)n1CCCc1ccccc1,4,20%,-5%,-19%,i,-4%,-6%,15%,15%
CCN1CCN(c2nc(NCCO)c3ccccc3n2)CC1,-10,0%,19%,-10%,i,i,-16%,-17%,-1%
CCC(=O)N1C(C(=O)NCc2ccc(OC)cc2)CSC1c1ccc(OC)cc1 (configuration not stated),-22,2%,19%,1%,i,i,7%,5%,2%
O=C(NCC(c1cccs1)S(=O)(=O)c1cccs1)c1c(F)cccc1F (configuration not stated),x,1%,21%[9.22 µM],-2%,x,i,x,-1%,x
CCCCn1c(N)c(N(CC(C)C)C(=O)C2CC(=O)N(Cc3ccccc3)C2)c(=O)[nH]c1=O (configuration not stated),7,15%,10%,8%,i,i,-3%,21%,-3%
O=C(Nc1cccc(C(F)(F)F)c1)c1cccnn1,7,-8%,4%,-18%,i,-75%[inhibitor],-3%,8%,7%
CC1(C)Cc2c(sc3nc(C4CC4)n(N)c(=O)c23)CO1,-13,11%,-21%,-35%[inhibitor],i,-24%,2%,3%,14%
COc1ccc([N+](=O)[O-])cc1NS(=O)(=O)c1cc(C(=O)O)ccc1OC,2,9%,13%,2%,i,i,-9%,-13%,-5%
CCN1C(=O)C(Cc2nc3ccccc3c(=O)n2-c2ccccc2)c2ccccc21 (configuration not stated),10,-8%,23%,15%,i,-4%[57.5 µM],9%,38%,15%
COc1cc2cc(CN(CCO)S(=O)(=O)c3ccccc3)c(=O)[nH]c2cc1OC,-6,47%[activator],-21%,-10%,x,-12%,x,9%,-7%
Cc1ccc(NC(=S)NC(=O)c2ccc(F)cc2)cc1S(=O)(=O)Nc1ccccc1Cl,u,u,-18%,-18%,i,-1%,2%,20%,14%
C=CCn1c(C)cc(C(=O)CSc2nc3ccccc3[nH]2)c1C,36,0%,16%,32%,i,-37%[inhibitor],19%,40%,-10%
O=C(CCN1C(=O)[C@@H]2Cc3ccccc3CN2C1=O)NCc1ccccc1Cl,2,2%,3%,-14%,i,i,0%,-6%,0%
CN(CC(=O)Nc1cccc(F)c1)CC(=O)Nc1ccccc1[N+](=O)[O-],1,-13%[7.66 µM],-7%,-3%,i,-65%[inhibitor],-1%,10%,0%
O=C(c1cnc(N2CCOCC2)c2ccccc12)N1CCN(c2ccc(F)cc2)CC1,x,-19%,u,1%,x,-28%,x,15%,x
CC(C)(C)C(=O)N1CCN(c2ccc3c(c2)C2CC3CCN2C(=O)OCc2ccccc2)CC1 (configuration not stated),13,9%,15%,-6%,i,-14%,-8%,-25%,5%
Nc1ccc(C#Cc2ccc3c(=O)c4ccccc4oc3c2)cc1,3,8%,35µM*,23%,i,-48%[inhibitor],-1%,5%,-2%

# Some of the entries so far, tab-delimited.
SMILES	D3 antag	GLP-1R inv ag	TDP43 rescue	Abeta rescue	pAkt inh	PTHR1 agonist	aSyn rescue	FUS suppressor	GLP1R ag
CCCCn1c(N)c(N(CC(C)C)C(=O)C2CC(=O)N(Cc3ccccc3)C2)c(=O)[nH]c1=O (configuration not stated)	7	15%	10%	8%	i	i	-3%	21%	-3%
O=C(Nc1cccc(C(F)(F)F)c1)c1cccnn1	7	-8%	4%	-18%	i	-75%[inhibitor]	-3%	8%	7%
CC1(C)Cc2c(sc3nc(C4CC4)n(N)c(=O)c23)CO1	-13	11%	-21%	-35%[inhibitor]	i	-24%	2%	3%	14%
COc1ccc([N+](=O)[O-])cc1NS(=O)(=O)c1cc(C(=O)O)ccc1OC	2	9%	13%	2%	i	i	-9%	-13%	-5%

# Profiles from above. Values in the order: D3 antag, GLP-1R inv ag, TDP43 rescue, Abeta rescue, pAkt inh, PTHR1 agonist, aSyn rescue, FUS suppressor, GLP1R ag
# `CC(=O)Oc1cc2c(cc1Cl)C(c1cccs1)CC1(CC(C)(C)NC(=S)N1)O2` (configuration not stated) across the screens: -22, 7%, -18%, -11%, i, -16%, -2%, 34%, 0%
# `O=C(Nc1cccc(C(F)(F)F)c1)c1cccnn1` across the screens: 7, -8%, 4%, -18%, i, -75%[inhibitor], -3%, 8%, 7%

# (cont.)
SMILES,D3 antag,GLP-1R inv ag,TDP43 rescue,Abeta rescue,pAkt inh,PTHR1 agonist,aSyn rescue,FUS suppressor,GLP1R ag
Cn1c(=O)c2c(ncn2CC(=O)Nc2cccc(C(F)(F)F)c2)n(C)c1=O,x,4%,21%,-4%,x,-5%,x,-21%,x
O=C1CSC(c2cn(-c3ccccc3)nc2-c2ccc3c(c2)OCCO3)N1CCN1CCOCC1 (configuration not stated),5,-23%,-3%,-7%,i,i,0%,4%,12%
COc1ccc(S(=O)(=O)Nc2ccccc2C(=O)N2CCOCC2)cc1Br,-10,5%,-13%,-5%,i,-10%,5%,x,-3%
CCn1c(COc2ccc(Cl)cc2)nnc1SCC(=O)Nc1ccc2c(c1)OCO2,-16,-13%,1%,2%,i,-5%,-5%,14%,11%
CN1CCc2c(sc3c2c(=O)n(-c2ccccc2)c2nnc(SCc4ccc(Cl)cc4)n32)C1,5,-15%,1%,4%,i,-30%[57.5 µM],8%,u,0%
O=C(Nc1nc(-c2cc(F)ccc2F)cs1)C1=NN(c2ccccc2)C(=O)CC1,47,-8%,0%,11%,i,-3%,1%,12%,2%
CCc1nnc(NC(=O)CCC2CCCCC2)s1,2,12%,15%,16%,i,-7%,0%,-26%,2%
Cn1ncc(C#N)c1NC(=O)c1cc(-c2ccccc2Cl)on1,-21,1%,-19%,-23%,i,-3%,1%,15%,0%
CCOc1cc(/C=C/c2cccc[n+]2C)ccc1OCC(=O)Nc1ccc(C)cc1,-5,u,-22%,-16%,i,i,-11%,15%,8%
COc1ccccc1NC(=O)C1=C(C)NC(=O)NC1c1cc(C)cs1 (configuration not stated),-13,23%,4%,13%,i,i,0%,14%,-3%
CCN=C(NC#N)SCc1c(F)cccc1Cl,23,4%,-3%,6%,i,i,2%,x,2%
CN(c1ccccc1)S(=O)(=O)c1ccc(NC(=O)c2cccs2)cc1,-18,u,22%,-3%,i,-42%[inhibitor],-7%,-24%,11%
COc1cc(NC(=O)CCc2nc(-c3cccs3)no2)cc(OC)c1OC,38,u,0%&0%,15%&21%,i,i,-14%,-31%&16%,-1%
CCO[C@H]1OC(C(=O)N2CCCCCCC2)=C[C@@H](c2ccc(C(F)(F)F)cc2)[C@@H]1CCCO,30,u,18%,-13%,i,0%,4%,32%,17%
c1ccc2c(c1)ccc1nnc(SCc3ccc4c(c3)OCCO4)n12,5,48%[activator],12%,7%,i,i,-1%,-7%,5%
OC(c1ccccc1)c1ccncc1 (configuration not stated),35,17%,0%,7%,i,i,-8%,-13%,7%
Cc1ccc(N2C(=O)N(Cc3ccccc3C)c3ccccc3S2(=O)=O)cc1,-10,11%,-13%,14%,i,-7%,-7%,7%,-6%
COc1ccc(CCNC(=O)C2CCCN(S(=O)(=O)c3cc(C)ccc3OC)C2)cc1OC (configuration not stated),-1,27%,12%,-1%,x,-19%,1%,9%,15%
CCOc1ccc(NC(=O)CN2CCN(Cc3c(F)cccc3F)CC2)cc1,0,u,18%,3%,i,i,-8%,-33%,4%
Cc1cccc(N(C)S(=O)(=O)c2c(C)noc2C)c1,-24,-11%,6%,x,i,-7%,3%,-18%,-3%
CC1Cc2cc(/C(O)=C3\C(=O)C(=O)N(Cc4cccnc4)C3c3ccccc3F)ccc2O1 (configuration not stated),-1,7%,-14%,-11%,i,i,-7%,17%,1%
CS(=O)(=O)N1CCC(Oc2cccc(C(=O)NCCCC3CCCC3)c2)CC1,3,u,5%,4%,i,-93%[inhibitor],1%,34%,1%
CCCC(C)C(=O)Nc1ccc2c(c1)OCCO2 (configuration not stated),-12,6%,-10%,14%[9.22 µM],i,i,-17%,-19%,-18%
CCOc1ncccc1C(=O)OCC(=O)N1CCC(C)CC1,-4,37%[activator],6%,-5%,i,-8%,1%,x,2%
CC(=O)Nc1cccc(NC(=O)CSc2ccc(-c3ccccn3)nn2)c1,-5,5%[7.66 µM],21%,u,i,i,-7%,16%,-1%
OC(CNC1CCCC1)COc1ccc(Cl)cc1 (configuration not stated),-22,u,-4%,6%,i,i,9%,-3%,-1%
Cc1ccc(C2CC(c3cccc(C)c3)n3ncnc3N2)cc1 (configuration not stated),-3,-24%,u,17%,i,-23%,13%,16%,-1%
CC(=O)Nc1ccc(NC(=O)C(C)OC(=O)C(C)SCC(=O)Nc2ccc(F)cc2)cc1 (configuration not stated),18,12%,13%,4%,i,i,0%,6%,1%

# Bioassay records (PubChem BioAssay)
